NOD1 inhibition: NOD1 signaling inhibitors, primary screen, cell-based, luminescence, uHTS (AID 1578). NOD1-driven NF-kB luciferase reporter cells, luminescence; higher % means a stronger effect. inhibition, % at 4 µM, or EC50 in µM where a hit was titrated. hit rate 1% among 290,000; in the data active = inhibition mostly above about 36%, no sharp cut-off; inactive = mostly below about 34%;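 note: HEK-293T reporter cells stimulated with the NOD1 agonist gamma-tri-DAP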
Autophagy HCS: autophagy modulators in MEF cells, primary screen, imaging, high-content, MEF GFP-LC3 | MEF GFP-LC3 puncta imaging; test concentration mostly 10 µM | calls only at 10 µM (by protocol) | hit rate 0.98% among 190,000 | AID 463193, 2010;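 active = percentage of spot-positive cells more than 3 SD above its plate mean, without a fluorescence outlier flag or 80% toxicity; inconclusive = no clear call, values can overlap the other calls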;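 note: spot-positive cell cutoff set from DMSO-treated cells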
Dynein transport: inhibitors of GR-EGFP nuclear translocation, primary screen, dynein cargo transport inhibitor project, imaging, high-content, 3617.4 mouse cells. test concentration mostly 20 µM; stimulated with dexamethasone, 1 µM; hits give low values. z-score, hits read low. hit rate 0.47% among 220,000. AID 1381, 2008;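 active = plate z-score of nuclear minus cytoplasmic receptor signal below a set negative limit, without overly bright fluorescence or cell loss, cut at about -3.5 in these data, passing the limit was not always enough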;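 note: z-score of nuclear minus cytoplasmic ring GR-EGFP intensity difference per well; some compounds called inactive have numbers as strong as hits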
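medium = tetracycline-free induction medium containing charcoal-stripped FBS | also added = 1.0 µM final dexamethasone stimulus | schedule = 48 h induction, 1 h compound, 30 min dex at 37 °C | technique = fixed, Hoechst-stained cells imaged at 10x for EGFP | measure = GR-EGFP nuclear translocation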
b-catenin transl: modulators of beta-catenin nuclear translocation, primary screen, imaging, HeLa cells, immunofluorescence, high-content. nuclear translocation activity, % at 5 µM. hit rate 0.3% among 190,000;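 active = nuclear translocation activity above 50% at 5 µM, with a well cell count of 50 or more; inconclusive = wells under 50 cells across six images, flagged as toxic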;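 note: per-cell ratio of nuclear to cytoplasmic median beta-catenin stain intensity; plate controls were DMSO negative control for no effect and GSK-3 inhibitor IX positive control for full effect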
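System: Human HeLa cells, endogenous beta-catenin | Compound dosing: 5 µM primary, 0.02–20 µM confirmation | Timing: 24 h compound exposure at 37°C, 5% CO2 | Measured by: Fluorescence imaging of beta-catenin antibody stain plus DAPI | Read-out basis: % activation of per-cell nuclear versus cytoplasmic median beta-catenin signal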
NOD2 inhibition: NOD2 signaling inhibitors, cell-based, luminescence, uHTS, HEK293 (AID 1566); HEK293 NOD2/NF-kB luciferase reporter, luminescence; higher % means a stronger effect; hit rate 0.63% among 290,000; inhibition, % at 4 µM; hits with a dose series show EC50 in µM; in the data active = inhibition above about 50%; note: many of its hits are not listed in these tables
MT stabilizer: microtubule stabilizers in HeLa cells, primary screen, imaging, high-content imaging. % tubulin-high responders, % at 10 µM. hit rate 0.83% among 200,000. AID 2205, 2009. HeLa tubulin immunostaining HCS, 24 h; share of cells brighter than vehicle mean+2SD;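 active = plate Z-score above 3 for both tubulin-high and condensed-nucleus cell shares, with cell loss under 80%, at 10 µM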;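 note: anti alpha tubulin signal scored within the nucleus-defined area of each cell; some results filed as inactive read as strong as hits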
M17LAP inhibition: P. falciparum M17LAP inhibitors, primary screen, biochemical, fluorogenic H-Leu-NHMec substrate, 1536-well (AID 1619); Leucine aminopeptidase (Plasmodium falciparum (isolate 3D7)); recombinant M17LAP, H-Leu-NHMec fluorogenic kinetic assay; higher % means a stronger effect; inhibition, % at 30 µM; hits with a dose series show IC50 in µM; hit rate 0.38% among 220,000;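 active = compound inhibiting the enzyme by more than half at any dose during confirmatory dose-response retesting; inconclusive = strong single-dose inhibitors picked by rank but not retested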;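 note: plate controls were full reaction with DMSO carrier for no effect and no enzyme background for full effect; strong numbers were not always called active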
Yfh1-off respiration: enhancers of respiration in Yfh1-depleted yeast, dose response, Friedreich's ataxia, plus single-dose screen (AID 1465); fold induction at 50 µM, or EC50 in µM where a hit was titrated; S. cerevisiae Yfh1-off respiration, WST-1 reduction, 72 h; higher fold induction means a stronger effect; hit rate 0.074% among 220,000;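 active = fold induction of absorbance versus untreated yeast above a set limit, then at least 30% activation at any dose in follow-up; inconclusive = repeats straddling the limit, or above it without dose testing; inactive = fold induction below the set limit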;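 note: activators that raise dye reduction in frataxin-depleted yeast; strong numbers were not always called active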
Ins promoter up: insulin promoter activators in MIN6 cells, imaging, high-content screening, mouse beta cells | MIN6 insulin promoter-GFP reporter; hits give high values | z-score at 5 µM | hit rate 0.3% among 190,000;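 active = z-score above 3 at 5 µM with at least 500 cells counted in the well; inconclusive = wells under 500 cells, flagged as cytotoxic or low count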
Dynein transport cytoplasmic EGFP: recorded beside Dynein transport, whose call it bears; z-score; measured here: cytoplasmic GR-EGFP intensity; hits give high values
Dynein transport nuclear GR-EGFP: second read-out of Dynein transport, no call of its own (marks repeat the call); z-score; measured here: nuclear GR-EGFP intensity;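 lower value marks the stronger effect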
Dynein transport cell count: recorded beside Dynein transport, whose call it bears; z-score; measured here: cell count per field
Ins promoter up cell count: also measured in Ins promoter up; calls as there; cell count; measured here: cytotoxicity, nuclei count;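 total cells summed across four imaged fields per well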
b-catenin transl cell count 5 µM: second read-out of b-catenin transl, no call of its own (marks repeat the call); cell count; measured here: cell count, cytotoxicity flag
MT stabilizer Hoechst-high %: also measured in MT stabilizer; calls as there; % Hoechst-high responders; measured here: nuclear condensation Hoechst responders;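 share of cells brighter than vehicle mean plus two SD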
MT stabilizer cytotoxicity %: also measured in MT stabilizer; calls as there; toxicity, %; measured here: cytotoxicity by cell density;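 0% = mean cell density of plate MIN control wells and 100% = no cells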
Autophagy HCS cell loss 18 h: also measured in Autophagy HCS; calls as there; toxicity, %; measured here: cell loss, nuclei count;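 cell loss after 18 h compound exposure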
* marks the source's active call; other numbers are inactive results. Only part of the results is shown; count on the stated rates, not on these rows.

Results for O=C(CSc1nnc(-c2ccncc2)o1)NCc1ccccc1Cl ?
NOD1 inhibition: -35.6%; Autophagy HCS: inactive; Dynein transport: -0.296; b-catenin transl: -5.4; NOD2 inhibition: -7.6%; MT stabilizer: 1.6; M17LAP inhibition: 25.7%; Yfh1-off respiration: inactive; Ins promoter up: 0.72; Dynein transport cytoplasmic EGFP: -0.194; Dynein transport nuclear GR-EGFP: 0.592; Dynein transport cell count: 0.136; Ins promoter up cell count: 1373; b-catenin transl cell count 5 µM: 569; MT stabilizer Hoechst-high %: 2.5; MT stabilizer cytotoxicity %: 5.1; Autophagy HCS cell loss 18 h: 1.4

How did CC(=O)Nc1ccc(-c2csc(Nc3ccc(Cl)cn3)n2)cc1 do in these assays?
NOD1 inhibition: 1.5%; Autophagy HCS: inactive; Dynein transport: 0.763; b-catenin transl: -1.0; NOD2 inhibition: 8.0%; MT stabilizer: 2.5; M17LAP inhibition: 6.7%; Yfh1-off respiration: inactive; Ins promoter up: -0.35; Dynein transport cytoplasmic EGFP: -0.218; Dynein transport nuclear GR-EGFP: 0.52; Dynein transport cell count: 0.232; Ins promoter up cell count: 1123; b-catenin transl cell count 5 µM: 1075; MT stabilizer Hoechst-high %: 1.2; MT stabilizer cytotoxicity %: 2.5; Autophagy HCS cell loss 18 h: -0.4

How did CC(=O)Nc1ccc(OCCOc2ccc(/C=C3/C(=N)N4C=CSC4=NC3=O)cc2)cc1 do in these assays?
NOD1 inhibition: 4.9%; Autophagy HCS: inactive; Dynein transport: 0.545; b-catenin transl: 26.9; NOD2 inhibition: -4.5%; MT stabilizer: 3.9; M17LAP inhibition: 6.4%; Yfh1-off respiration: inactive; Dynein transport cytoplasmic EGFP: -0.252; Dynein transport nuclear GR-EGFP: 0.389; Dynein transport cell count: -0.357; b-catenin transl cell count 5 µM: 659; MT stabilizer Hoechst-high %: 1.2; MT stabilizer cytotoxicity %: 0.4; Autophagy HCS cell loss 18 h: 26.8

What do the screens show for `CSC1=C(C#N)C(c2ccccc2C)C(C#N)=C(N)N1` (stereo not given)?
NOD1 inhibition: 14.2%; Autophagy HCS: inactive; Dynein transport: -0.614; b-catenin transl: 0.8; NOD2 inhibition: -1.5%; MT stabilizer: 1.9; M17LAP inhibition: -12.5%; Yfh1-off respiration: inconclusive; Ins promoter up: -0.71; Dynein transport cytoplasmic EGFP: 0.107; Dynein transport nuclear GR-EGFP: -0.157; Dynein transport cell count: -0.0441; Ins promoter up cell count: 1319; b-catenin transl cell count 5 µM: 1168; MT stabilizer Hoechst-high %: 1.8; MT stabilizer cytotoxicity %: 3.1; Autophagy HCS cell loss 18 h: 3.1

Results for COC(C[C@H](O)[C@H](C)[C@H](O)COCc1ccccc1)OC ?
NOD1 inhibition: 10.3%; Dynein transport: 1.03; b-catenin transl: 1.9; NOD2 inhibition: 15.6%; M17LAP inhibition: 16.6%; Yfh1-off respiration: inactive; Ins promoter up: -0.14; Dynein transport cytoplasmic EGFP: -0.767; Dynein transport nuclear GR-EGFP: 0.589; Dynein transport cell count: -0.831; Ins promoter up cell count: 892; b-catenin transl cell count 5 µM: 1392

What do the screens show for `C/C(Cn1cnc([N+](=O)[O-])n1)=N/NC(=O)COc1ccccc1Cl`?
NOD1 inhibition: -7.5%; Autophagy HCS: inactive; Dynein transport: -0.548; b-catenin transl: -1.4; NOD2 inhibition: 18.8%; MT stabilizer: 1.9; M17LAP inhibition: 6.4%; Yfh1-off respiration: inactive; Ins promoter up: 0.7; Dynein transport cytoplasmic EGFP: -0.305; Dynein transport nuclear GR-EGFP: -0.651; Dynein transport cell count: 0.855; Ins promoter up cell count: 1314; b-catenin transl cell count 5 µM: 916; MT stabilizer Hoechst-high %: 3.8; MT stabilizer cytotoxicity %: 8.2; Autophagy HCS cell loss 18 h: 5.8

What do the screens show for `Cc1nn(C)cc1NC(=O)c1cc2nc(-c3ccco3)cc(C(F)(F)F)n2n1`?
NOD1 inhibition: -28.6%; Autophagy HCS: inactive; Dynein transport: -0.426; b-catenin transl: 1.1; NOD2 inhibition: 13.6%; MT stabilizer: 1.1; M17LAP inhibition: 27.0%; Yfh1-off respiration: inactive; Ins promoter up: -0.77; Dynein transport cytoplasmic EGFP: -0.263; Dynein transport nuclear GR-EGFP: 0.03; Dynein transport cell count: 0.099; Ins promoter up cell count: 1432; b-catenin transl cell count 5 µM: 1034; MT stabilizer Hoechst-high %: 1.0; MT stabilizer cytotoxicity %: 5.0; Autophagy HCS cell loss 18 h: -0.8

How did N#CCc1ccc(C(=O)c2ccccc2F)s1 do in these assays?
NOD1 inhibition: -1.5%; Autophagy HCS: inactive; Dynein transport: 0.868; b-catenin transl: -1.1; NOD2 inhibition: -0.1%; MT stabilizer: 1.4; M17LAP inhibition: 11.0%; Yfh1-off respiration: inactive; Ins promoter up: 0.94; Dynein transport cytoplasmic EGFP: -0.217; Dynein transport nuclear GR-EGFP: -0.213; Dynein transport cell count: 0.245; Ins promoter up cell count: 1764; b-catenin transl cell count 5 µM: 975; MT stabilizer Hoechst-high %: 1.8; MT stabilizer cytotoxicity %: 2.0; Autophagy HCS cell loss 18 h: -0.2

What do the screens show for `CC(=O)c1sc(N/N=C\c2ccc(Br)cc2)nc1C`?
NOD1 inhibition: -50.7%; Autophagy HCS: inactive; Dynein transport: -0.148; b-catenin transl: 0.9; NOD2 inhibition: -66.2%; MT stabilizer: 1.9; M17LAP inhibition: -15.0%; Yfh1-off respiration: inactive; Ins promoter up: -0.61; Dynein transport cytoplasmic EGFP: -0.151; Dynein transport nuclear GR-EGFP: -0.184; Dynein transport cell count: -0.0759; Ins promoter up cell count: 1129; b-catenin transl cell count 5 µM: 938; MT stabilizer Hoechst-high %: 2.7; MT stabilizer cytotoxicity %: 1.9; Autophagy HCS cell loss 18 h: 0.2

What do the screens show for `COC(=O)c1cc(-c2ccccc2)n[nH]1`?
NOD1 inhibition: -32.0%; Autophagy HCS: inactive; Dynein transport: -0.948; b-catenin transl: -1.6; NOD2 inhibition: -15.3%; MT stabilizer: 5.3; M17LAP inhibition: 19.1%; Yfh1-off respiration: inactive; Ins promoter up: 0.72; Dynein transport cytoplasmic EGFP: -0.0347; Dynein transport nuclear GR-EGFP: -0.163; Dynein transport cell count: 0.166; Ins promoter up cell count: 1845; b-catenin transl cell count 5 µM: 1068; MT stabilizer Hoechst-high %: 2.5; MT stabilizer cytotoxicity %: 0.9; Autophagy HCS cell loss 18 h: -1.0

How did Cc1ccc(S(=O)(=O)N2CCC(C(=O)NCCCN3CCCCCC3)CC2)cc1 do in these assays?
NOD1 inhibition: 8.3%; Autophagy HCS: inactive; Dynein transport: -0.335; b-catenin transl: -1.7; NOD2 inhibition: 17.8%; MT stabilizer: 5.1; M17LAP inhibition: 7.7%; Yfh1-off respiration: inactive; Ins promoter up: -0.62; Dynein transport cytoplasmic EGFP: -0.311; Dynein transport nuclear GR-EGFP: -0.00747; Dynein transport cell count: 0.317; Ins promoter up cell count: 899; b-catenin transl cell count 5 µM: 920; MT stabilizer Hoechst-high %: 2.8; MT stabilizer cytotoxicity %: 9.3; Autophagy HCS cell loss 18 h: -16.8

What do the screens show for `COc1ccc2cc(C(=O)C3CCCN(C(=O)c4cnccn4)C3)ccc2c1` (stereo not given)?
NOD1 inhibition: 0.2%; Dynein transport: 0.165; b-catenin transl: 0.3; NOD2 inhibition: 1.3%; M17LAP inhibition: -89.7%; Yfh1-off respiration: inactive; Ins promoter up: 0.98; Dynein transport cytoplasmic EGFP: -0.223; Dynein transport nuclear GR-EGFP: -0.0369; Dynein transport cell count: 0.165; Ins promoter up cell count: 1004; b-catenin transl cell count 5 µM: 1373

How did CSC1=NCCN1S(=O)(=O)c1ccc(Cl)cc1 do in these assays?
NOD1 inhibition: -46.0%; Autophagy HCS: inactive; Dynein transport: -0.861; b-catenin transl: -0.2; NOD2 inhibition: -2.9%; MT stabilizer: 3.1; M17LAP inhibition: 1.6%; Yfh1-off respiration: inactive; Ins promoter up: -0.2; Dynein transport cytoplasmic EGFP: -0.286; Dynein transport nuclear GR-EGFP: -0.537; Dynein transport cell count: 0.669; Ins promoter up cell count: 1153; b-catenin transl cell count 5 µM: 1071; MT stabilizer Hoechst-high %: 1.9; MT stabilizer cytotoxicity %: 4.9; Autophagy HCS cell loss 18 h: -8.3

What do the screens show for `CCN(CC)C(=O)CN(c1cccc([N+](=O)[O-])c1)S(=O)(=O)c1ccccc1`?
NOD1 inhibition: -32.0%; Autophagy HCS: inactive; Dynein transport: -0.611; b-catenin transl: -0.8; NOD2 inhibition: -3.4%; MT stabilizer: 1.1; M17LAP inhibition: -6.5%; Yfh1-off respiration: inactive; Dynein transport cytoplasmic EGFP: -0.266; Dynein transport nuclear GR-EGFP: -0.263; Dynein transport cell count: 0.944; b-catenin transl cell count 5 µM: 1060; MT stabilizer Hoechst-high %: 1.3; MT stabilizer cytotoxicity %: 1.7; Autophagy HCS cell loss 18 h: 2.3

Screening results from PubChem.
